High-throughput results from PubChem BioAssay.
TLR9-MyD88 inh: TLR9-MyD88 interaction inhibition; Q9NR96+Q99836; AID 504734; inhibition, % at 4.98 µM; CHO BLA complementation TLR9-MyD88, CCF4 FRET ratio; 340,000 compounds, 0.21% hits;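 active = inhibition above the mean over all tested compounds plus 3 SD, cut at about 21% in these data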;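 note: 0% = DMSO only wells and 100% = clavulanate BLA inhibitor control wells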
MC4R antag cAMP: human MC4R antagonism in cAMP assay | P32245 | MC4R-expressing cells, MTII-stimulated cAMP, LANCE TR-FRET | inhibition, % at 6.5 µM | 360,000 compounds, 0.48% hits;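 active = inhibition above its plate's cutoff, the mean of tested wells on that plate plus 3 SD, cut at about 29% in these data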;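 note: 0% = Melanotan II alone and 100% = Melanotan II plus saturating MCL0020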
Target sequence (P32245 whole entry, looked up): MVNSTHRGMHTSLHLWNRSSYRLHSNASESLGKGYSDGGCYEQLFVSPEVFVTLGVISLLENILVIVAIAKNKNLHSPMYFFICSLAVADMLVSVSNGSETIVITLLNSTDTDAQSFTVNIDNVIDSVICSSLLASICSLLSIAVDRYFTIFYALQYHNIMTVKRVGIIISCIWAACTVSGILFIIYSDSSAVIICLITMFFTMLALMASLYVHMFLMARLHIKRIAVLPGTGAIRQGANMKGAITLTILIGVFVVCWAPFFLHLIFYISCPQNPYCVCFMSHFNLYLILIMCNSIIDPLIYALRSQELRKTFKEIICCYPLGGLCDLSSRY
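Material: human MC4R-expressing U2OS cells. Probe or stimulus: Melanotan II challenge. Dosing: 6.5 µM single dose. Times: 30-min compound, 1-h challenge, 1-h detection, room temperature. Technique: TR-FRET with Eu-cAMP and labeled anti-cAMP, 671 nm. Replication: singlicate.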
MC4R ag barr: agonists of human melanocortin 4 receptor (MC4R) beta-arrestin | 360,000 compounds, 0.98% hits | U2OS MC4R beta-arrestin complementation, luminescence; percent of melanotan II response, DMSO zero | AID 540308 | P32245 | activation, % at 8.9 µM;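 active = activation above a per-plate cutoff, the mean activation of sample wells on that plate plus 3 SD, cut at about 8% in these data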
NR2F2 inh: inhibitors of human COUP-TFII (NR2F2). inhibition, % at 8.6 µM. HEK293T NGFI-A luciferase reporter, luminescence. P24468. 370,000 compounds, 0.7% hits. AID 686940;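 active = inhibition above a per-plate cutoff, mean inhibition of test wells between control levels plus 3 SD, cut at about 38% in these data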;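 note: cells cotransfected with COUP-TFII expression vector driving the NGFI-A reporter; 0% = median of COUP-TF2 test wells and 100% = reporter-only cells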
SRC3 inh: human NCOA3 inhibition; Q9Y6Q9; HEK293 GAL4-SRC3 luciferase reporter, luminescence; inhibition, % at 3.6 µM; 360,000 compounds, 0.17% hits;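 active = inhibition above a per-campaign cutoff, the mean of all compounds plus 3 SD, cut at about 60% in these data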;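 note: 0% = DMSO-treated cells and 100% = gossypol-treated cells at 36 µM; higher means less SRC3-driven luciferase light from the GAL4 reporter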
NCOA1 inh: inhibits human SRC1 coactivator | HEK293 GAL4-SRC1 luciferase reporter, luminescence | inhibition, % at 3.6 µM | 360,000 compounds, 0.12% hits;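 active = inhibition above the campaign mean plus 3 SD, with each screening campaign given its own cutoff, cut at about 60% in these data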;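 note: 0% = DMSO treated cells and 100% = gossypol at 36 µM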
NCOA2 inhibitor: human SRC2 (NCOA2) inhibition; Q15596; HEK293 GAL4-SRC2 luciferase reporter, luminescence; 370,000 compounds, 0.17% hits; inhibition, % at 9 µM;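 active = inhibition above the mean inhibition of all tested compounds plus 3 SD, set per campaign, cut at about 52% in these data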;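 note: 0% = DMSO treated cells and 100% = cells given Gossypol at 36 µM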
LRH-1 inv ag: suppresses constitutive activity of human LRH-1. HEK293T StAR-luciferase reporter, LRH-1 transfected, 24 h. inhibition, % at 3.6 µM. 360,000 compounds, 0.13% hits. O00482;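 active = inhibition above the mean inhibition of all tested compounds plus 3 SD, cut at about 73% in these data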;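 note: 0% = DMSO wells and 100% = reporter-only cells lacking LRH-1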
Target sequence (O00482 whole entry, looked up): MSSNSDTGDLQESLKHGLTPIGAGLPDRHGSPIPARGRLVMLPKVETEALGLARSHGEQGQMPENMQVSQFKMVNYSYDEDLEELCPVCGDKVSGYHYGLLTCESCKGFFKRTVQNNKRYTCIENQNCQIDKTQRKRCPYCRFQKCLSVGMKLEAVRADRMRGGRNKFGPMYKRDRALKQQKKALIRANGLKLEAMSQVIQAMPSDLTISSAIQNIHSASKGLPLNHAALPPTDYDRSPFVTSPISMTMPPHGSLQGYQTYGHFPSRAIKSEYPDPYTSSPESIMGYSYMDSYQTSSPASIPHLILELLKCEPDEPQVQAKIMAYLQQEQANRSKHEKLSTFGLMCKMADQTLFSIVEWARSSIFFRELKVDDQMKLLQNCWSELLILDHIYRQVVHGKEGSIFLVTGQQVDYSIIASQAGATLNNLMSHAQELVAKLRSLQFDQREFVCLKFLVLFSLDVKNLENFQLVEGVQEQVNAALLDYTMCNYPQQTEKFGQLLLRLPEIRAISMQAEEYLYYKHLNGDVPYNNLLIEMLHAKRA
ABHD5 PLIN5 PPI: blocks binding of human ABHD5 to perilipin-5; 360,000 compounds, 0.78% hits; Q00G26+Q8WTS1; inhibition, % at 4 µM; Split G. princeps luciferase complementation, luminescence, 4 h;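 active = inhibition above the mean inhibition across every tested compound plus 3 SD, cut at about 22% in these data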;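 note: 0% = DMSO only wells and the 100% control is not disclosed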
EBV LMP1 NFkB: inhibitors of Epstein-Barr LMP1-induced NF-kappaB reporter; inhibition, % at 12.5 µM; LMP1-induced NF-kappaB luciferase reporter cells, luminescence; AID 504558; 350,000 compounds, 0.69% hits; in the data active = inhibition above about 41%;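 note: 0% = neutral control wells and 100% = reference inhibitor control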
NOD2-RIPK2 inh: blocks binding of human NOD2 to RIPK2; CHO BLA complementation NOD2-RIPK2, CCF4 ratio; inhibition, % at 4.98 µM; 360,000 compounds, 0.38% hits; in the data active = inhibition above about 21%;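 note: 0% = vehicle only and 100% = reference blocker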
Active calls of the source: *; · = no result given.

Under each structure: TLR9-MyD88 inh | MC4R antag cAMP | MC4R ag barr | NR2F2 inh | SRC3 inh | NCOA1 inh | NCOA2 inhibitor | LRH-1 inv ag | ABHD5 PLIN5 PPI | EBV LMP1 NFkB | NOD2-RIPK2 inh
> CC(NCC(=O)NC(=O)NC1CCCC1)c1ccc(Cl)cc1Cl (stereo unspecified)
  6 | -2 | 2.9 | 2 | -2 | -15 | -2 | 10 | -2 | -4 | -7
> CCOC(=O)COc1ccc(S(=O)(=O)NCc2ccco2)cc1
  13 | 0 | 0.3 | -11 | 1 | 7 | -3 | 8 | 11 | 4 | 11
> CN(C(=O)c1ccc(NC(=O)Cc2cccc(NC(=O)C3CCCN(S(=O)(=O)c4cccc([N+](=O)[O-])c4)C3)c2)cc1)C1CC1 (stereo unspecified)
  -10 | -2 | -3.4 | 9 | -36 | -34 | -7 | 9 | 2 | -8 | 5
> CCCCCc1ccc(C(=O)CCC(=O)OCC(=O)N(CC)c2c(N)n(Cc3ccccc3)c(=O)[nH]c2=O)cc1
  -5 | 3 | 0.2 | -18 | 6 | -15 | -15 | -1 | -3 | 1 | 5
> CC(NC(=O)OCc1ccccc1)C(=O)NCC(=O)NC(Cc1ccc(OC(C)(C)C)cc1)C(=O)OC(C)(C)C (stereo unspecified)
  4 | 9 | -2.4 | 15 | 30 | 3 | 18 | 3 | 6 | 4 | -1
> COc1ccc(/C=N\NC(=O)c2ccccc2Br)cc1COc1ccccc1
  11 | 3 | -3.4 | 3 | 2 | 8 | -3 | 40 | -7 | 5 | -5
> O=C(COC(=O)c1ccc2ncsc2c1)Nc1ccc(OC(F)(F)F)cc1
  8 | 3 | 0.8 | -8 | -7 | 1 | 10 | 4 | -2 | -10 | -9
> COC(=O)c1cccc(NC(=O)Cc2ccsc2)c1
  0 | -1 | -1.7 | -4 | 1 | -18 | 8 | -5 | 7 | · | -14
> CC1CN(S(=O)(=O)c2ccc(C(=O)N(CCCN(C)C)c3nc4cc5c(cc4s3)OCCO5)cc2)CC(C)O1 (stereo unspecified)
  5 | -3 | -0.5 | -8 | -23 | -17 | -46 | 3 | 13 | -5 | 3
> COc1ccc([C@H]2/C=C\CN(C(=O)C3CCCC3)[C@@H](C)C(=O)N2Cc2ccc(F)cc2)cc1
  0 | -2 | 1.9 | 17 | 4 | 12 | 14 | 12 | 0 | 1 | 1
> COc1ccc(S(=O)(=O)N2CCOCC2)cc1NC(=O)c1cc2c(s1)CCCC2
  -5 | 1 | -1.4 | 8 | 15 | 6 | -1 | 6 | 0 | 2 | -2
> CCC(=O)Nc1sc2c(c1C(N)=O)CCN(Cc1ccccc1)C2
  3 | 2 | -0.6 | -17 | 13 | 9 | -23 | 8 | -2 | -12 | -9
> CN1C(=O)[C@H](Cc2ccc([N+](=O)[O-])cc2)NC1=S
  8 | 12 | -0.3 | 1 | 18 | 25 | 3 | 27 | -2 | 17 | -5
> O=c1c(S(=O)(=O)c2ccc(Cl)cc2)cn(Cc2cccc(F)c2)c2ccc(F)cc12
  -3 | 5 | 5.3 | 3 | -25 | 1 | 12 | 11 | 3 | -35 | -13
> CC(O)c1nc2ccccc2n1CCCOc1ccccc1 (stereo unspecified)
  5 | 0 | -1.1 | 4 | 10 | -1 | 2 | 12 | 4 | 5 | -5
> CC1=C(C(=O)NC(C)c2ccccc2)C2(CCC(C)CC2)OC1=O (stereo unspecified)
  -1 | 22 | 1.5 | 4 | 2 | -9 | 8 | 6 | -1 | -2 | 3
> Cc1cc(C)c2c(N=CN(C)C)c(C(=O)N3CCN(c4ncccn4)CC3)sc2n1
  -2 | 1 | -1.5 | 7 | 19 | -7 | 5 | 17 | 4 | 0 | -3
> CCn1c(SCC(=O)Nc2cccc(OC)c2)nc2c(c1=O)SCC2
  1 | -4 | -3.7 | -1 | -20 | 5 | -26 | 7 | 7 | -1 | 1
> CCOc1ccccc1NC(=O)CSc1nc2ccccc2nc1N1CCOCC1
  -1 | 12 | -0.3 | 13 | 8 | 7 | 22 | 4 | 4 | -16 | -2
> O=C(O)/C=C/C(=O)NC1CCS(=O)(=O)C1 (stereo unspecified)
  -11 | 12 | -2.5 | 7 | 10 | 2 | -17 | 5 | 5 | -9 | -8

The listing continues:
Under each structure: TLR9-MyD88 inh | MC4R antag cAMP | MC4R ag barr | NR2F2 inh | SRC3 inh | NCOA1 inh | NCOA2 inhibitor | LRH-1 inv ag | ABHD5 PLIN5 PPI | EBV LMP1 NFkB | NOD2-RIPK2 inh
> COc1cc(NC(=O)c2ccccc2Cl)ccc1NC(=O)c1ccco1
  -8 | 17 | -1.3 | -39 | -91 | -87 | -40 | -135 | 3 | -14 | -3
> O=C(NCC(=O)N1CCN(S(=O)(=O)c2ccccc2)CC1)c1ccc(Br)o1
  9 | 12 | -1.5 | -7 | -2 | -25 | -18 | -12 | 2 | 4 | 3
> Cc1ccc(NC(=S)N2CCc3[nH]c4ccccc4c3C2)cc1
  -3 | 8 | -0.2 | -13 | -4 | 5 | -27 | 7 | -4 | -7 | 5
> Cn1c(CN2CCN(c3cccc(Cl)c3)CC2)nc2ccccc21
  2 | 5 | -0.1 | -5 | -30 | 2 | 7 | 53 | -1 | -7 | 4
> COc1ccccc1C(CNC(=O)c1cc(C)nc2ccccc12)N(C)C (stereo unspecified)
  -1 | -1 | 0.6 | -6 | 17 | -19 | -5 | 9 | 5 | -1 | -23
> Fc1ccc(-c2n[nH]c(=S)n2/N=C/c2c[nH]c3ccccc23)cc1
  -4 | -2 | -0.1 | 18 | 3 | 15 | 12 | 5 | -8 | -1 | -1
> O=C(COC(=O)/C=C/c1ccccc1Cl)NCc1ccccc1
  3 | -4 | 1.4 | -16 | 6 | 1 | 6 | 5 | -8 | -3 | -12
> Clc1ccc(CSc2nnnn2-c2ccc3c(c2)OCO3)c(Cl)c1
  -2 | 7 | 0.6 | 10 | 9 | -6 | -1 | -13 | -7 | 3 | -4
> Cc1ccc(NC(=O)N2C3CCCC2CC(NC(=O)C2CC2)C3)cc1 (stereo unspecified)
  -14 | 2 | -0.4 | -3 | -2 | -17 | -33 | 17 | 0 | -4 | -6
> COCc1cc(C)nc(N2CCc3ccccc32)c1C#N
  11 | 0 | 0.4 | 11 | 18 | 9 | -19 | 2 | 3 | -6 | -5
> CCC(C)N1C(=O)CCC1C(=O)N1CCN(c2ccc(F)cc2)CC1 (stereo unspecified)
  5 | 16 | -2.2 | 12 | 11 | 2 | -3 | -12 | -2 | 64* | -7
> Cc1cccc(NC(=S)N2CCN(S(=O)(=O)c3ccccc3)CC2)c1
  -11 | 2 | -2.9 | 17 | 8 | -4 | -22 | 4 | -9 | -8 | -2
> COc1cc(C=C2NC(=O)NC2=O)ccc1O
  -8 | -20 | -0.8 | -12 | -1 | 0 | -4 | 1 | -2 | -1 | -3
> COc1cccc(C(=O)COc2ccc(NC(=O)c3ccccc3)cc2)c1
  7 | -1 | 0.5 | -15 | 21 | -17 | -9 | 0 | 1 | 5 | -3
> O=C(C[n+]1ccccc1)c1ccc(-c2ccccc2)cc1
  -7 | -9 | 4.1 | -5 | 7 | -16 | -2 | 2 | 12 | 9 | 6
> CC1(C)CC(=O)C2=C(C1)Oc1nc3ccccc3cc1C2C(C#N)C#N (stereo unspecified)
  2 | 7 | -1.5 | -6 | -1 | -5 | 1 | 2 | 18 | 6 | -10
> O=C(N1CCOCC1)N1CCCC(c2nc(-c3cccs3)no2)C1 (stereo unspecified)
  6 | 6 | -1.9 | 4 | -12 | -25 | 8 | 12 | 0 | 6 | -5
> CC(C)CNC(=S)NNC(=O)c1ccco1
  -13 | 12 | -0.5 | -22 | 7 | -3 | -15 | -2 | -3 | -2 | -6
> CCOC(=O)c1csc(CCNC(=O)c2ccccc2)n1
  -1 | 5 | -2.4 | 15 | 6 | 4 | -2 | -14 | -5 | 8 | -16
> CCc1nnc(SCC(=O)Nc2nnc(C)s2)n1CC1CCCO1 (stereo unspecified)
  -7 | -3 | -0.1 | -6 | -37 | 20 | 18 | -12 | -4 | 4 | 3

Continued:
Under each structure: TLR9-MyD88 inh | MC4R antag cAMP | MC4R ag barr | NR2F2 inh | SRC3 inh | NCOA1 inh | NCOA2 inhibitor | LRH-1 inv ag | ABHD5 PLIN5 PPI | EBV LMP1 NFkB | NOD2-RIPK2 inh
> CCOc1cc(/C=C/c2nc3ccccc3c(=O)[nH]2)ccc1O
  -2 | -12 | 0.2 | -24 | -59 | -40 | -55 | -80 | 7 | -10 | -15
> COCCCNC(=O)c1c[nH]c2ccc(S(=O)(=O)N3CCC(C)CC3)cc2c1=O
  -7 | -4 | -1.9 | 19 | -27 | -1 | -2 | 8 | 2 | -6 | -6
> Cn1c(=O)c2c(-c3ccccc3)n(-n3cnnc3)cc2n(C)c1=O
  -2 | 29* | -1.5 | -10 | 3 | -17 | 2 | -6 | 22 | 1 | -3
> O=C1C2C3C=CC(CC3)C2C(=O)N1c1cccc(C(F)(F)F)c1 (stereo unspecified)
  10 | -3 | -1.0 | -25 | 1 | 10 | 3 | 14 | 3 | 4 | 2
> NNC(=O)c1cc2c(s1)CCCCCC2
  -9 | -5 | -1.1 | 9 | 13 | 12 | -11 | 11 | -3 | -1 | -1
> COc1ccc2cc(C(=O)C3CCCN(C(=O)c4ccnn4C)C3)ccc2c1 (stereo unspecified)
  1 | -7 | -0.8 | -8 | 10 | -12 | 6 | -11 | 1 | -3 | 4
> CC(=O)Nc1ccc(S(=O)(=O)N2CCN(CCc3ccccc3)CC2)cc1
  5 | 3 | -1.7 | 19 | -23 | 3 | 1 | 5 | 5 | 7 | 3
> Cc1ccc(S(=O)(=O)N2CCN(C(=O)c3ccccn3)CC2)c(C)c1
  7 | 9 | -1.4 | 10 | -12 | -9 | 4 | 1 | 3 | -1 | 1
> CC1(C)CC(=O)C2=C(C1)N(CCN1CCOCC1)C1=C(C(=O)CC(C)(C)C1)C2c1ccc(Cl)cc1
  -1 | 4 | -0.3 | -14 | -12 | -2 | -24 | 14 | -1 | 11 | -2
> CCC(C)NC(=O)Nc1ccc(F)c(Cl)c1 (stereo unspecified)
  -7 | 3 | -2.7 | 7 | -31 | -14 | -35 | -22 | 2 | -5 | 1
> CCOC(=O)CN1C(=O)C2Cc3ccccc3CN2C1=S (stereo unspecified)
  12 | 4 | -1.4 | 0 | -16 | -4 | 13 | -13 | -1 | -1 | 5
> O=C1OC(c2ccccc2)(N(Nc2ccccc2)c2ccccc2)c2ccccc21 (stereo unspecified)
  -12 | 15 | 0.8 | 7 | -9 | -24 | -39 | 9 | -9 | 2 | -3
> CC1CN(CCCCSc2ccc(Cl)cc2)CC(C)O1 (stereo unspecified)
  0 | 13 | 5.8 | 1 | -1 | 13 | 17 | 0 | 2 | -8 | -3
> CN(Cc1ccccc1)Cc1nc2c([nH]1)c(=O)[nH]c(=O)n2C
  4 | 7 | -2.9 | -5 | 1 | 7 | -10 | 8 | 3 | 5 | -3

Not all compounds are listed; count on the stated rates, not on these rows.
